Screening data: PubChem, several laboratories
PfHsp40 rescue: rescue of yeast from PfHsp40 toxicity, primary screen, S. cerevisiae, ATP luminescence; S. cerevisiae expressing PfHsp40, growth rescue; 340,000 tested, 0.68% active; AID 504582, 2011; growth rescue, % at 12.5 µM; in the data active means growth rescue above about 28%, passing the limit was not always enough;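 further: yeast W303a lacking pdr1 and pdr3 grown in galactose medium; growth measured after three days at 30 °C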
TcdB inh: TcdB glycohydrolase inhibitors, primary screen, biochemical, single point, plate reader | Toxin B (Clostridioides difficile), P18177 | TcdB glycohydrolase enzymatic assay | inhibition, % at 9.99 µM | 350,000 tested, 0.24% active | AID 652162, 2013; in the data active means inhibition above about 10%
Mtb BioA inh: M. tuberculosis BioA enzyme inhibitors, primary screen, biochemical, plate reader, single point, HTS; 7,8-diaminopelargonic acid synthase BioA (Mycobacterium tuberculosis); purified M. tuberculosis BioA enzyme; inhibition, % at 9.99 µM; 360,000 tested, 0.096% active; in the data active means inhibition above about 40%
FadD28 binding: inhibitors of FadD28 bisubstrate probe binding, primary screen, biochemical, fluorescence polarization, single point; Mycobacterium tuberculosis FadD28 fatty-acid-AMP ligase; inhibition, % at 12.5 µM; 360,000 tested, 0.22% active; AID 588549, 2011; in the data active means inhibition above about 8.5%, passing the limit was not always enough
BH1578 lux ind: inducers of Vibrio cholerae quorum light production without autoinducers, primary screen, BH1578 luxS cqsA deficient, single point. V. cholerae BH1578 lux reporter, luminescence, 6 h. activation, % at 18.7 µM. 350,000 tested, 0.16% active. AID 588436, 2011; in the data active means activation mostly above about 9.7%, no sharp cut-off; further: not every result past the cut was called active; inactives centre near 0; reference of the scale not given here
GDH-TPI inh: GDH-TPI coupling enzyme inhibitors, primary screen, artefact control for M. tuberculosis FBA inhibitor project, biochemical, absorbance, full deck; GDH-TPI coupled enzyme counterscreen, NADH absorbance; inhibition, % at 4.8 µM; 360,000 tested, 1.2% active; in the data active means inhibition above about 30%;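 further: 0% = DMSO wells and 100% = wells lacking the enzyme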
UGM FP inh: M. tuberculosis UGM enzyme inhibitors, primary screen, biochemical, fluorescence polarization, single point. AID 504406, 2011. inhibition, % at 10 µM. purified UGM, fluorescence polarization probe displacement. 320,000 tested, 0.06% active. UDP-galactopyranose mutase (Mycobacterium tuberculosis (strain ATCC 25618 / H37Rv)), …; in the data active means inhibition above about 10%, passing the limit was not always enough
Target sequence (P9WIQ1 whole entry, looked up): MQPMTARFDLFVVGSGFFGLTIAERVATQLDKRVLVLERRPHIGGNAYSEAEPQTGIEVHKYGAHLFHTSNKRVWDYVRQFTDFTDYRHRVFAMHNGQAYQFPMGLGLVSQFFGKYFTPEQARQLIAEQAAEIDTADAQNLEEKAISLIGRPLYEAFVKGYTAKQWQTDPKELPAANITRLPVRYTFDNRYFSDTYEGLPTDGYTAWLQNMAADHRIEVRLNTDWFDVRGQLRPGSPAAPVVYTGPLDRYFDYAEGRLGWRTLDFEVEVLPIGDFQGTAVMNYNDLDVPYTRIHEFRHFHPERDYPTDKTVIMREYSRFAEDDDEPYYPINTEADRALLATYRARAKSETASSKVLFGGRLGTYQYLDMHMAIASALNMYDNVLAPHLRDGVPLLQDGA
Y pestis TopoI: Yersinia pestis topoisomerase I inhibitors, primary screen, biochemical, cleavage product accumulation, plate reader, single point; DNA topoisomerase I (Yersinia pestis CO92); activity, % at 10 µM; 360,000 tested, 0.064% active; Y. pestis Topo-I cleavage product accumulation; in the data active means activity above about 50%, passing the limit was not always enough; further: inactives centre near 2
FBA Mtb inh: Mtb FBA enzyme inhibitors, primary screen, biochemical, fluorescence, strain H37Rv. Fructose-bisphosphate aldolase (Mycobacterium tuberculosis (strain ATCC 25618 / H37Rv)), …. purified M. tuberculosis FBA, fluorescence read-out. inhibition, % at 1 µM. 360,000 tested, 2.3% active; in the data active means inhibition above about 27%;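 further: 0% = vehicle and 100% = reference inhibitor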
Target sequence (P9WQA3 whole entry, looked up): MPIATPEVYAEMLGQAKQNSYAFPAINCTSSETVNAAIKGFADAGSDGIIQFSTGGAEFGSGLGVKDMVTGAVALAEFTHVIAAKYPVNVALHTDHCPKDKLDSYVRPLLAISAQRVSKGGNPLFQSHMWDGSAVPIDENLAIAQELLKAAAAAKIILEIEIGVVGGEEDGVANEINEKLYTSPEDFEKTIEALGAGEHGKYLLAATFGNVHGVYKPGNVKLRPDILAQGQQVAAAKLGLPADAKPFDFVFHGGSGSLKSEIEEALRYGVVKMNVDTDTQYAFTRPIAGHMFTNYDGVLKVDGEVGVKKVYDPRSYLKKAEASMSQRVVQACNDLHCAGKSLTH
Active calls of the source: *; i = inactive; · = not tested or not shown; + = active, no number.

SMILES	PfHsp40 rescue	TcdB inh	Mtb BioA inh	FadD28 binding	BH1578 lux ind	GDH-TPI inh	UGM FP inh	Y pestis TopoI	FBA Mtb inh
O=C(Nc1cccc(S(=O)(=O)N2CCCCC2)c1)c1cccs1	0.0	1.7	0.2	-2.0	i	10	0.3	7	-4
Cn1c(Cn2cnc3ccccc32)nnc1SCC(=O)CC(=O)Nc1ccccc1	1.7	·	·	-0.9	-1.7	-9	-2.7	14	-9
CC(=O)Nc1cccc(C(=O)OCc2csc(CC(=O)Nc3ccccc3C)n2)c1	0.0	0.1	-0.8	-2.4	i	8	2.2	-7	5
Cc1ccc(-c2nn(C)c(=O)c3ccccc23)cc1CN1CCOCC1	-1.1	·	7.9	-0.2	5.9	6	-1.2	14	-4
O=C(CSc1nncn1-c1ccccn1)Nc1cccc(Cl)c1	0.3	0.3	0.6	-2.2	i	-1	5.0	-2	2
Cn1c(=O)n(C)c2cc([N+](=O)[O-])c(N3CCN(S(C)(=O)=O)CC3)cc21	-0.4	·	·	-1.3	-0.3	15	1.8	-1	-1
CCN1CCN(Cc2c(O)ccc3c(=O)c(-c4ccc(OC)c(OC)c4)c(C(F)(F)F)oc23)CC1	-1.4	·	1.5	1.2	-0.3	15	3.0	-4	0
CSc1nnc2c(n1)OC(c1ccccn1)N(C(C)=O)c1ccccc1-2 (stereo unspecified)	-0.1	0.6	-1.5	0.0	-6.7	9	0.7	-11	-2
CCCOC(=O)Oc1ccc2c(=O)c(Oc3cc(C)cc(C)c3)coc2c1	0.1	0.7	·	-3.3	0.1	5	-1.8	28	19
CCOC(=O)CCCNC(=O)COC(=O)c1ccc(O)cc1	-2.9	2.2	0.0	-2.2	-0.4	7	-0.8	-4	0
O=C(O)c1ccc(N2CCCCCC2)c(N2C(=O)c3ccccc3C2=O)c1	-2.0	·	-2.3	-2.5	i	8	2.3	-4	-4
CCOc1ccc(N2CC(C(=O)Nc3cccc(S(=O)(=O)N4CCCCC4)c3)CC2=O)cc1 (stereo unspecified)	1.0	0.8	·	-5.3	-0.5	-13	0.8	24	-2
CCc1cc(=O)oc2cc(OC(=O)CN3C(=O)NC4(CCCC4)C3=O)ccc12	-0.7	1.5	0.0	-1.4	-0.4	19	-0.6	3	+
CN(C)S(=O)(=O)c1cccc(COc2ncnc3c(Cl)cc(Cl)cc23)c1	0.9	0.9	-0.6	-5.6	-0.4	-1	-0.2	20	-6
CCc1nnc(NC(=O)CSc2nnc(CNc3ccc(Cl)cc3)o2)s1	-0.7	·	0.5	-1.0	-0.3	-5	0.3	9	-1
CN(C)c1nnnn1-c1cccc(Oc2ncc(C(F)(F)F)cc2Cl)c1	-0.9	4.8	·	-5.5	i	12	0.6	8	0
O=C(NCC1CCCCC1)c1csc([C@@H]2C[C@H](O)[C@@H](CO)O2)n1	·	0.8	-0.1	-2.7	i	4	·	2	-3
COc1cccc(-c2noc(N)c2C#N)c1	-0.4	·	-1.5	0.2	-0.3	14	1.9	5	1
Cc1ccccc1C(=O)N1N=C(c2ccc(NS(C)(=O)=O)cc2)CC1c1cccs1 (stereo unspecified)	2.1	0.7	1.2	-0.4	-1.2	22	2.3	-1	7
CCn1c(-c2nn(C)cc2Cl)n[nH]c1=S	0.2	·	-1.6	1.3	-0.1	3	-0.9	-8	1
O=C(/C=C/c1ccco1)NCCc1ccc(F)cc1	1.3	1.4	0.2	-1.6	1.8	-4	3.5	4	1
COc1ccc(OCc2nnc3n2N=C(c2ccc(OC)cc2)CS3)cc1	1.7	-3.9	5.1	-3.8	27	1	-2.7	13	4
O=C(Nc1ccnn1C1CCN(Cc2cc(Cl)ccc2O)CC1)c1cccnc1	-1.2	-0.3	3.3	-2.7	i	4	1.4	-10	2
O=C(c1cccs1)N1CCCC(c2nc3c(nnn3Cc3ccc(F)cc3)c(=O)[nH]2)C1 (stereo unspecified)	3.0	0.7	11	-0.7	-0.3	5	-0.6	25	5
O=C(Nc1ccc(N2CCCCC2)c(Cl)c1)c1ccc2c(c1)OCCO2	9.0	·	-2.1	0.9	-5.9	1	-3.4	-6	2
O=C(COC(=O)c1ccc(S(=O)(=O)N2CCCCC2)cc1)NCc1ccco1	-0.2	0.5	-2.1	0.3	-0.3	-2	-2.7	7	0
Cc1ccc(-c2csc(=S)n2CC(=O)OCC(=O)NC(C)C(C)C)cc1 (stereo unspecified)	4.3	·	1.0	3.8	-2.4	8	1.6	8	4
Cc1noc(C)c1CSCC(=O)OCC(=O)N1CC(=O)Nc2ccccc21	-0.4	·	·	0.5	i	2	2.0	5	1
CCOC(=O)C1=NOC2COC3(CCN(c4ncccn4)CC3)OCC12 (stereo unspecified)	-1.6	-0.3	1.7	0.3	-0.4	0	-0.9	3	3
O=C(Cn1c(C(F)(F)F)nc2ccccc21)c1ccc(Cl)cc1	-1.0	·	-1.5	-3.5	i	-13	1.7	4	-2
COc1ccccc1C(=O)NCCC(=O)Nc1ccc(S(=O)(=O)Nc2ncccn2)cc1	0.0	-1.1	3.3	-3.4	5.7	2	-1.2	-2	0
CCCN(Cc1ccccc1)C(=S)Nc1cccc(C)c1C	2.8	1.0	·	-2.6	i	-8	-0.5	-3	2
COc1cccc(CNC(=O)CCNC(=O)N2CC(=O)Nc3ccccc32)c1	·	1.1	-1.0	-0.4	i	8	·	6	2
O=c1c2ccccc2nc2n1-c1ccccc1CCC2	-1.0	·	0.6	-3.8	4.2	-9	-3.7	3	4
Cc1cccc(NC(=O)CSc2nnc(NC(=O)c3ccco3)s2)c1	3.3	1.7	·	-0.4	i	18	-1.6	-9	-2
COc1cccc(/C=N/Nc2nc(Nc3ccc([N+](=O)[O-])cc3)nc(N3CCCC3)n2)c1O	0.2	0.1	-1.0	-1.9	i	20	-0.4	-2	1
CC1CCCN(C(=O)c2cc(-c3ccco3)nc3ccccc23)C1 (stereo unspecified)	1.2	-0.7	2.1	-0.4	i	7	-1.7	7	114*
CC(OC(=O)c1nsc(Cl)c1Cl)C(=O)NCc1ccc2c(c1)OCO2 (stereo unspecified)	1.2	2.4	-0.5	-2.0	i	-4	0.1	3	-2
O=C(/C=C\NCC(=O)c1ccccc1)c1ccc2ccccc2c1	1.0	0.0	-1.4	-3.0	-2.7	5	3.3	-4	-3
CCOc1cc(CN2CCCC(N3CCc4ccccc4C3)C2)ccc1O (stereo unspecified)	-0.4	0.2	2.2	-1.5	-0.1	8	-0.2	-2	-3
Nc1ccc2nc(-c3ccc(N)c(Cl)c3)[nH]c2c1	0.0	·	·	2.8	i	32*	-5.8	-1	119*
O=C1Cc2cc(S(=O)(=O)Nc3ccccc3Cl)cc3c2N1CCC3	-1.4	2.3	-0.5	-4.6	i	-3	0.8	-5	1
CCSc1nnc(NC(=O)Cn2cnc3c2c(=O)n(C)c(=O)n3C)s1	0.0	0.2	·	-1.5	i	-3	2.5	-2	0
C=C(C)C(=O)Nc1cccc(C2=NOC3(C2)C[C@@H](C(N)=O)N(C(=O)/C=C/C=C/C)C3)c1 (stereo partly specified)	0.3	0.2	-0.6	-1.0	-0.6	-3	-2.7	5	1
Cc1nc(CNS(=O)(=O)c2ccc(F)cc2)cs1	-2.1	1.2	0.0	1.0	i	-5	2.8	-2	1

Reformatted: entries from further up
CCSc1nnc(NC(=O)Cn2cnc3c2c(=O)n(C)c(=O)n3C)s1
- PfHsp40 rescue = 0.0
- TcdB inh = 0.2
- Mtb BioA inh = ·
- FadD28 binding = -1.5
- BH1578 lux ind = i
- GDH-TPI inh = -3
- UGM FP inh = 2.5
- Y pestis TopoI = -2
- FBA Mtb inh = 0
COc1cccc(CNC(=O)CCNC(=O)N2CC(=O)Nc3ccccc32)c1
- PfHsp40 rescue = ·
- TcdB inh = 1.1
- Mtb BioA inh = -1.0
- FadD28 binding = -0.4
- BH1578 lux ind = i
- GDH-TPI inh = 8
- UGM FP inh = ·
- Y pestis TopoI = 6
- FBA Mtb inh = 2

Remaining list, next part.
SMILES	PfHsp40 rescue	TcdB inh	Mtb BioA inh	FadD28 binding	BH1578 lux ind	GDH-TPI inh	UGM FP inh	Y pestis TopoI	FBA Mtb inh
COCC(C)N1CCC(n2nccc2NC(=O)CCOc2ccccc2)CC1 (stereo unspecified)	-0.1	1.3	-0.7	·	0.1	-2	2.7	2	-1
Clc1ccc(C2=CC(c3ccco3)n3ncnc3N2)cc1 (stereo unspecified)	1.0	·	-34	-0.7	i	30	-4.9	-11	38*
CC(=O)OC1CCC2(C)C(CCC3C2CC(=O)C2(C)C3CC(C(C(C)=O)C(C)=O)C2C(C)=O)C1 (stereo unspecified)	2.2	1.7	0.3	-3.3	i	5	·	23	-2
COc1nc(-c2ccccc2)nc(-c2ccccc2)c1C	·	-2.2	6.1	-0.1	i	9	3.1	-10	1
CC(=O)Nc1ccccc1C(=O)OCC(=O)c1cccc2ccccc12	1.7	·	·	0.1	-0.7	-3	-0.3	29	1
O=C(CC1SC(=Nc2ccc(OC(F)F)cc2)N(CCN2CCOCC2)C1=O)Nc1ccccc1 (stereo unspecified)	0.6	2.4	-0.3	-3.8	0.2	0	0.6	10	7
COC(=O)c1ccc(COC(=O)c2ccc(CO)cc2)o1	0.3	-0.3	1.5	-2.6	i	6	-1.3	-6	0
O=C(NCc1ccccn1)c1ccc(Cn2c(=S)[nH]c3ccc(Br)cc3c2=O)cc1	-0.1	0.3	·	-1.6	1.3	0	3.4	2	5
COCc1cc(=O)[nH]c2c1c(-c1ccccc1)nn2C	-1.3	1.8	3.7	-0.8	-0.5	4	-2.9	6	12
Cc1coc(C)c1C(=O)CC1(O)C(=O)Nc2cc(Cl)cc(Cl)c21 (stereo unspecified)	-0.8	·	·	-1.0	i	-6	0.8	4	3
CN(C)S(=O)(=O)c1ccc(-c2csc(N/N=C/c3ccco3)n2)cc1	15	-2.7	·	-3.6	-0.4	33*	0.6	-15	-3
Cc1c(NC(=O)CN2CCN(C(=O)c3ccco3)CC2)c(=O)n(-c2ccccc2)n1C	-0.5	·	-0.2	-2.0	3.7	0	-1.0	12	5
COc1ccccc1CNC(=O)CN(C)Cc1ccc(SC)cc1	-1.6	0.9	2.4	-4.7	-0.3	-4	0.9	14	0
COC(=O)Cn1cc(C(=O)C(C)(C)C)c2ccccc21	-0.6	-0.9	0.7	-4.3	-0.3	-5	-0.2	4	-2
COc1cc(C(=O)OC(C)c2ccc(F)cc2)ccc1OCC(=O)N1CCOCC1 (stereo unspecified)	0.0	1.7	0.2	-4.4	-0.7	-5	-0.1	16	-4
COc1ccc(-n2c(C)cc(-c3cn4cccc(C)c4n3)c2C)cc1	1.3	0.2	·	-0.3	-0.3	0	1.8	9	2
O=C(Cc1cccc(NC(=O)C2CCCN(C(=O)C3CC3)C2)c1)Nc1cccc(C(=O)N2CCCC2)c1 (stereo unspecified)	-0.7	-0.2	-1.7	-0.1	i	10	-1.7	19	4

One compound at a time, as listed above:
O=C(CC1SC(=Nc2ccc(OC(F)F)cc2)N(CCN2CCOCC2)C1=O)Nc1ccccc1 (stereo unspecified) reads PfHsp40 rescue: 0.6; TcdB inh: 2.4; Mtb BioA inh: -0.3; FadD28 binding: -3.8; BH1578 lux ind: 0.2; GDH-TPI inh: 0; UGM FP inh: 0.6; Y pestis TopoI: 10; FBA Mtb inh: 7
COC(=O)c1ccc(COC(=O)c2ccc(CO)cc2)o1 reads PfHsp40 rescue: 0.3; TcdB inh: -0.3; Mtb BioA inh: 1.5; FadD28 binding: -2.6; BH1578 lux ind: i; GDH-TPI inh: 6; UGM FP inh: -1.3; Y pestis TopoI: -6; FBA Mtb inh: 0
